RGS4 inh: blocks human RGS4-accelerated GTP hydrolysis; Transcreener GDP fluorescence polarization, RGS4-accelerated GTP hydrolysis; Potency, µM (top dose mostly 114 µM), without a hit: top-dose activity change, negative = inhibition, hits mostly inhibitors; actives 0.039% (n = 390,000); AID 504845; also: potency is read from the fitted curve at half-maximal effect; % is scaled to controls: 0 for no effect and ±100 for the full control effect; nearly all actives have a fitted effect of over 75% in size; some results filed as inactive show a strong effect at the top dose
Target sequence (P49798 whole entry, looked up): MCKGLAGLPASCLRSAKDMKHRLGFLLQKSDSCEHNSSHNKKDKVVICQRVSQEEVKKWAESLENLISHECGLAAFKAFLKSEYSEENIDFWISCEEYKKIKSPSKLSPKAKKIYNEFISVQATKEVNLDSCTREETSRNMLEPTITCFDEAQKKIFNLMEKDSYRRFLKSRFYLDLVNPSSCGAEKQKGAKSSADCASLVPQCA
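MLSMR compounds (23 nl, pin-transferred) preincubated 10 min at room temperature with a 500nM (2x) first reagent, then RGS4 at 900nM (2x) plus Transcreener GDP mix added; fluorescence polarization (620/688 nm) read before and after 90 min at 30 °C.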
Glioma ERSR ind: inducers of ER stress response in human glioma cells | U87-MG GRP78 promoter luciferase reporter, 16 h | Potency, µM, for inactives: at the highest dose activation, usual class: activators | actives 0.02% (n = 420,000); also: potency is read from the fitted curve at half-maximal effect; series mostly up to about 76 µM; % of control where 0% means no effect; nearly all actives have a fitted effect of over 35% in size
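Stably transfected U87-MG glioma cells carrying a GRP78-based luciferase sensor; 16 h compound incubation. Luminescence end-point read 10 min after Bright-Glo addition at room temperature.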
USP1-UAF1 inh: USP1/UAF1 (human) deubiquitinase inhibition | O94782 | recombinant USP1/UAF1, Ub-Rhodamine cleavage fluorescence | Potency, µM (top dose mostly 57.1 µM), inactives show at the highest dose activity change, negative = inhibition, usual class: inhibitors | actives 0.23% (n = 390,000) | AID 743255; also: potency is read from the fitted curve at half-maximal effect; % is scaled to controls: 0 for no effect and ±100 for the full control effect; nearly all actives have a fitted effect of over 60% in size; inactives centre near -12
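USP1/UAF1 complex at 1 nM was preincubated with compound for 15 min at room temperature, then Ub-Rho substrate (150nM final) was added. Fluorescence (480/540 nm) was read kinetically, 6 reads every 60 seconds.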
mIDH1 inhibitor: human IDH1 R132H inhibition; IDH1-R132H enzyme, NADPH consumption, diaphorase/resazurin fluorescence; Potency, µM (series often up to 76.6 µM), for the others: at the top dose activity change, negative = inhibition, actives largely listed as inhibitors; actives 0.093% (n = 390,000); AID 602179; also: potency is read from the fitted curve at half-maximal effect; % is scaled to controls: 0 for no effect and ±100 for the full control effect; nearly all actives have a fitted effect of over 65% in size
Target sequence (O75874 whole entry R132H, stated change not applied): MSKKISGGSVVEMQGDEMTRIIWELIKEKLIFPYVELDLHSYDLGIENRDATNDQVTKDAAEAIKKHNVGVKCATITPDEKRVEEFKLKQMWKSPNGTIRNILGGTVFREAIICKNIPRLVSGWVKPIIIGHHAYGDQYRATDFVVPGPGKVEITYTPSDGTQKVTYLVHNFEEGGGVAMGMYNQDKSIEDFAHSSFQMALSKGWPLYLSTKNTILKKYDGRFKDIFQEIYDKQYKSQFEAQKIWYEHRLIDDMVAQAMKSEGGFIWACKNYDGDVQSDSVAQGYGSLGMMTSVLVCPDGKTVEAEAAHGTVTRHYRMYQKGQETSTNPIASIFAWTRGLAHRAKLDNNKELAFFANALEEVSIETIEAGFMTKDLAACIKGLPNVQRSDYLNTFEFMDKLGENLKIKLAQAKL
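IDH1-R132H (0.5 ug/mL dispensed) in pH 7.5 Tris buffer was preincubated 30 min with compound, then given a substrate mix of 0.016 mM NADPH and 2 mM alpha-KG for 80 min at room temperature; remaining NADPH was read by diaphorase/resazurin fluorescence.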
TrxR1 inh: blocks rat thioredoxin reductase 1. AID 588453. actives 1% (n = 390,000). recombinant rTrxR1, NADPH fluorescence consumption, selenite substrate. Potency, µM (titrated, usually from 114 µM), for the others: at the top dose activity change, negative = inhibition, usual class: inhibitors. O89049; also: potency is read from the fitted curve at half-maximal effect; % is scaled to controls: 0 for no effect and ±100 for the full control effect; nearly all actives have a fitted effect of over 65% in size
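Rat TrxR1 (90 nM in the dispensed reagent) was pre-reduced with 400 uM NADPH for 5 min at room temperature, then incubated with compound for 15 min. After 400 uM selenite was added, NADPH fluorescence (Ex 340/Em 450 nm) was followed for 8 min.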
LDHA inh: inhibitors of human lactate dehydrogenase A; P00338; purified LDHA, NADH/diaphorase-resazurin fluorescence; hits give low values; activity change, % (values are at about 110 or 230 µM); actives 0.15% (n = 480,000); AID 1347041; in the data active = activity change below about -30%; inconclusive = mostly about -25% to -30%;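 also: plate controls were DMSO wells for no effect and wells without enzyme for full effect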
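Enzyme activity of human lactate dehydrogenase 5 (2 nM; 0.06 mM NADH, 0.2 mM pyruvate, 5 min, RT) is measured via a resazurin/diaphorase fluorescence readout of residual NADH.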
TrxR1 substrate: is turned over as a substrate by rat TrxR1; purified TrxR1 substrate turnover, NADPH consumption readout; Potency, µM (highest dose often 114 µM), inactives show at the highest dose activity change, negative = substrate turnover; AID 588456; actives 0.01% (n = 390,000); O89049; also: potency is read from the fitted curve at half-maximal effect; % is scaled to controls: 0 for no effect and ±100 for the full control effect; nearly all actives have a fitted effect of over 50% in size
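Rat TrxR1, dispensed at 90 nM, was prereduced with 400 uM NADPH (final) for 5 min at ~22 deg C, then incubated with compound 15 min before 400 uM selenite. A first-read NADPH fluorescence drop versus no-compound background flagged substrates.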
Vif-APOBEC3G blk: blocks the Vif interaction with human APOBEC3G. Q9HC16. HeLa A3G-eYFP + Vif (tagged APOBEC3G with the HIV-1 protein that degrades it), YFP fluorescence, overnight. Potency, µM (highest dose often 46.1 µM), for inactives: top-dose activity, negative = active, usual class: inhibitors. actives 0.076% (n = 410,000);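 also: potency is read from the fitted curve at half-maximal effect; % is scaled to controls: 0 for no effect and ±100 for the full control effect; nearly all actives have a fitted effect of over 60% in size; hits raise eYFP signal because A3G escapes Vif-driven loss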
Target sequence (Q9HC16 whole entry, looked up): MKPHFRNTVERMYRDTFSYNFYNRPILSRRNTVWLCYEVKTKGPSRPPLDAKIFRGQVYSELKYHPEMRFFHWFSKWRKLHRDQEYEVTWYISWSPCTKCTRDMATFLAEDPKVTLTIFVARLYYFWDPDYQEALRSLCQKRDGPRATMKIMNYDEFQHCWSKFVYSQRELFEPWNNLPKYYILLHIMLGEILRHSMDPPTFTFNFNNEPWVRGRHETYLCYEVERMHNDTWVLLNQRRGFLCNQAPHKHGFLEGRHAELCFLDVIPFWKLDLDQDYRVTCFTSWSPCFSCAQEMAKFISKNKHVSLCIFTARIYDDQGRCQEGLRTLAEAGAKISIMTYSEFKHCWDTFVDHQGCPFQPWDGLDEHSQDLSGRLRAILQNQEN
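Read-out is eYFP fluorescence (Ex 488/Em 500-530) from Vif-expressing HeLa A3G-eYFP cells; more signal means A3G escaped Vif-mediated degradation. Cells plated overnight, compound pinned in, incubated overnight at 37 deg C.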
Vif-APOBEC3F blk: blocks the Vif interaction with APOBEC3F; HeLa A3F-eYFP + Vif (tagged APOBEC3F with the HIV-1 protein that degrades it), YFP fluorescence increase; actives 0.2% (n = 390,000); Potency, µM (series often up to 46.1 µM), inactives show at the top dose activity, negative = active; also: potency is read from the fitted curve at half-maximal effect; % of control where 0% means no effect; nearly all actives have a fitted effect of over 65% in size
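HeLa cells stably expressing A3F-eYFP plus Vif, plated and incubated overnight at 37 deg C, then exposed to compounds overnight at 37 deg C. Blocked degradation read as raised yellow fluorescence (Ex 488/Em 500-530).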
* hit, by the source's call; ? = inconclusive; & = joins results of further samples; [ ] = dose if it differs, or a comment. Unless noted, calls follow the shape of the dose curve; as a rule, active = well fitted curve in the direction sought with a large enough effect; inconclusive = small, poorly fitted or top-dose-only effect, or another doubt; inactive = no such curve, though single readings can be large; an effect the other way counts as inactive or inconclusive. A portion of the library; rates above refer to the full screens.

SMILES	RGS4 inh	Glioma ERSR ind	USP1-UAF1 inh	mIDH1 inhibitor	TrxR1 inh	LDHA inh	TrxR1 substrate	Vif-APOBEC3G blk	Vif-APOBEC3F blk
CCN(c1ncnc2c1cnn2-c1cc(Cl)ccc1C)C1CCCCC1	9%	-3%	-26%	14%	14%[57.1 µM]	2	4%[57.1 µM]	0%	-1%
Cc1cc(C)nc(NS(=O)(=O)c2ccc(NC(=O)CCC(=O)O)cc2)n1	2%	-4%	-5%	6%	2%[57.1 µM]	1	-3%[57.1 µM]	3%	5%
CC(C)(C)n1nc2c(c1NC(=O)c1cccc(C(F)(F)F)c1)CS(=O)C2 (stereo not given)	-2%	-6%	-18%	1%	3%	-4	4%	4%	6%
Cc1cccc(C(C(=O)NC2CCCCC2)N(C(=O)c2csnn2)C2CC2)c1 (stereo not given)	-5%	0%	-19%	-4%	0%[57.1 µM]	-1	-2%[57.1 µM]	-5%	0%
O=C(O)c1ccccc1CSc1nc2ccccc2[nH]1	3%	-3%	8%	-6%	2%	-4	-1%	-2%	-13%
COC(=O)C1=C(C)NC(=O)/C1=C\N(C)C	-15%	-6%	-16%	-3%	16µM*	-6	0%[57.1 µM]	-2%	-4%
COc1ccc(-c2noc(CCC(=O)N3CCN(c4cccc(C(F)(F)F)c4)CC3)n2)cc1	-2%	-6%	-17%	7%	39%[activator][57.1 µM]	1	-14%	1%	2%
COc1ccc(CCNC(=O)Cn2c(=O)nc(-c3ccccc3)c3ccccc32)cc1OC	22%	2%	-15%	-11%	4%[57.1 µM]	-8	-4%[57.1 µM]	-1%	2%
CC(C)(C)c1ccc(-c2ccc3c(c2)S(=O)(=O)c2ccccc2C3=O)cc1	-9%	-2%	-32%	9%	11%	0	4%	-1%	3%
CCc1ccccc1NC(=O)N1CCOc2ccccc21	16%	-2%	0%	-3%	26%[11.4 µM]	-1	13%[11.4 µM]	2%	2%
CCOC(=O)c1sc2nc(CN3CCN(c4cccc(C(F)(F)F)c4)CC3)[nH]c(=O)c2c1C	28%	-1%	-10%	13%	26%[57.1 µM]	-5	19%[57.1 µM]	-5%	-2%
COc1ccc(/C=C(\C#N)C(=O)Nc2cccc3ncccc23)cc1OC	-47%	-2%	-16%	22%	10%	8	4%	0%	6%
CC(CN1CCNCC1)(NS(=O)(=O)c1ccccc1)c1ccccc1 (stereo not given)	2%	-3%	-11%	0%	?	-1	-13%	1%	3%
COc1ccc(NC(=O)Cn2c(-c3ccc(F)cc3)cc(C(C)=O)c2C)c(OC)c1	0%	-3%	-16%	6%	13%[57.1 µM]	-2	2%[57.1 µM]	-1%	-5%
CCC(=O)Nc1cccc(-c2nnc(-c3ccccc3)o2)c1	-21%	4%	-14%	9%	9%	-3	9%	0%	5%
CCC(C)C(=O)Nc1cc(C(=O)OC)ccc1C(=O)OC (stereo not given)	-7%	0%	-14%	3%	13%[57.1 µM]	-4	18%[57.1 µM]	0%	0%
O=C(Nc1ccc2nc(SCC(=O)N3CCCc4ccccc43)sc2c1)c1ccccc1	-20%	-4%	-10%	0%	42%[activator]	-10	9%	6%	1%
Cc1cc(C)c2nc(Cl)c(C3NC(=O)c4ccccc4N3)cc2c1 (stereo not given)	15%	-5%	1%	2%	-9%	-10	-11%	0%	-7%
CCOC(=O)C1C2C=CC3(CN(Cc4ccccc4)C(=O)C13)O2 (stereo not given)	-29%	-5%	-17%	8%	2%[57.1 µM]	-3	-5%[57.1 µM]	2%	9%
CCN(CC)S(=O)(=O)c1ccc(N2CCOCC2)c(NC(=O)COc2ccc(OC)cc2)c1	17%	-1%	-25%	-4%	-14%	-3	-11%	3%	-1%
CCCCN(CC)C(=O)c1cc2c(=O)[nH]c3ccc(C)cc3c2s1	17%	-3%	-18%	9%	14%	-1	20%	-10%	-4%
CCOC(=O)/C(=N\Nc1ccccc1)S(=O)(=O)c1ccccc1	5%	2%	-18%	8%	8%	-5	-11%	1%	-2%
CCOC(=O)c1cc(-c2nnc(-c3ccc(Oc4ccccc4)cc3)o2)c(C)nc1C	-8%	-4%	-6%	2%	108%[activator]	-3	51%[activator]	-1%	1%
CS(=O)(=O)N1CCN(C(=O)c2ccc(Cl)s2)CC1	-44%	-3%	-22%	2%	11%[57.1 µM]	-3	10%[57.1 µM]	-6%	3%
Oc1ccc2ccccc2c1CN1CCCC1	-24%	-2%	-11%	13%	6%[57.1 µM]	21	5%[57.1 µM]	0%	-3%

6 compounds already listed, sorted by formula weight, descending.
SMILES	RGS4 inh	Glioma ERSR ind	USP1-UAF1 inh	mIDH1 inhibitor	TrxR1 inh	LDHA inh	TrxR1 substrate	Vif-APOBEC3G blk	Vif-APOBEC3F blk
COc1ccc(-c2noc(CCC(=O)N3CCN(c4cccc(C(F)(F)F)c4)CC3)n2)cc1	-2%	-6%	-17%	7%	39%[activator][57.1 µM]	1	-14%	1%	2%
CCOC(=O)c1cc(-c2nnc(-c3ccc(Oc4ccccc4)cc3)o2)c(C)nc1C	-8%	-4%	-6%	2%	108%[activator]	-3	51%[activator]	-1%	1%
CC(C)(C)c1ccc(-c2ccc3c(c2)S(=O)(=O)c2ccccc2C3=O)cc1	-9%	-2%	-32%	9%	11%	0	4%	-1%	3%
CCCCN(CC)C(=O)c1cc2c(=O)[nH]c3ccc(C)cc3c2s1	17%	-3%	-18%	9%	14%	-1	20%	-10%	-4%
CCOC(=O)/C(=N\Nc1ccccc1)S(=O)(=O)c1ccccc1	5%	2%	-18%	8%	8%	-5	-11%	1%	-2%
CCC(=O)Nc1cccc(-c2nnc(-c3ccccc3)o2)c1	-21%	4%	-14%	9%	9%	-3	9%	0%	5%

The list continues:
SMILES	RGS4 inh	Glioma ERSR ind	USP1-UAF1 inh	mIDH1 inhibitor	TrxR1 inh	LDHA inh	TrxR1 substrate	Vif-APOBEC3G blk	Vif-APOBEC3F blk
CN(C)/C=C/C(=O)c1cnc(-c2ccccc2)s1	-26%	2%	2%	5%	4%[57.1 µM]	-2	3%[57.1 µM]	-8%	-7%
NC(=O)CN(c1ccc(Cl)cc1)S(=O)(=O)c1ccccc1	15%	-4%	-3%	1%	-15%	-3	-12%	2%	-24%
O=C1N=C(N2CCCC2)CN1c1ccccc1	-17%	-4%	-10%	2%	2%	3	-3%	2%	-16%
CCCC(=O)c1cn(CC(=O)OC)c2ccccc12	3%	-1%	-12%	0%	-5%	-1	-5%	-4%	1%
COc1ccc(CNC(=O)CN(c2cc(C(F)(F)F)ccc2Cl)S(C)(=O)=O)cc1	-12%	-3%	-15%	-4%	10%	-9	-1%	-3%	0%
CCCC(/C=C/c1ccc(OC(C)=O)cc1)=C1/c2ccccc2C(=O)N1c1ccccc1	1%	?	?	10%	4%[57.1 µM]	3	-7%[57.1 µM]	-13%	-8%
Cc1cccc(C2Nc3ccccc3C(=O)N2NC(=O)c2ccc([N+](=O)[O-])cc2)n1 (stereo not given)	23%	-1%	4%	9%	-15%	-4	-11%	2%	3%
CCOc1ccccc1N1CCN(C(=O)c2cccc(S(=O)(=O)N3CCOCC3)c2)CC1	-12%	-4%	-3%	2%	18%	0	6%	-2%	-25%
O=C1c2oc3ccccc3c(=O)c2C(c2ccc(Br)cc2)N1c1ccccn1 (stereo not given)	11%	-3%	?	-22%	9%[57.1 µM]	-12	-6%[57.1 µM]	3%	3%
Cc1cccc(C)c1NC(=O)c1cccnc1	23%	-1%	-17%	2%	-5%	-1	-6%	-1%	-5%
O=C(C1CCC1)N1CCCc2cc(S(=O)(=O)Nc3ccc(F)cc3)ccc21	2%	-2%	-12%	4%	8%[57.1 µM]	-3	-4%[57.1 µM]	0%	-5%
O=C(NC1CC1)C1CCN(C2CCN(C(=O)c3c(F)cccc3Cl)CC2)CC1	-7%	-5%	-25%	0%	10%	-1	2%	-2%	-1%
COc1ccccc1NCC(=O)Nc1cc(S(=O)(=O)N2CCOCC2)ccc1N1CCOCC1	8%	-4%	-19%	6%	3%[57.1 µM]	-2	4%[57.1 µM]	-2%	-9%
COc1cc(OC)cc(-c2cc3ncccc3cn2)c1	0%	2%	?	20%	20%	-8	12%	-1%	2%
COc1cc2c(OC(C)=O)c3c(c(-c4ccc5c(c4)OCO5)c2cc1OC)C(=O)OC3	-20%&-2%	-2%&0%	-26%	-5%	-36%&90%	2&2	41%[activator]	?	4%
CS(=O)(=O)N(Cc1ccco1)CC(O)Cn1cc(C=O)c2ccccc21 (stereo not given)	30%	-5%	-2%	7%	-17%	-1	-2%	1%	-4%
O=C(CSc1ccc(-c2ccco2)nn1)c1ccccc1	?	0%	-8%	3%	28µM*	3	-6%	0%	7%
CC(C)NC(=O)C1CCCN(S(=O)(=O)c2ccc(-n3cnnn3)cc2)C1 (stereo not given)	17%	-3%	3%	-8%	-19%[57.1 µM]	-3	-1%[57.1 µM]	2%	-7%
